Source: PubChem
Cneo AK release: Cryptococcus neoformans lysis via adenylate kinase release | C. neoformans lysis, adenylate kinase release luminescence, 4 h; normalised: neutral wells 0, clomiphene wells 100 | hit rate 0.2% among 360,000 | lysis activity, % at 15 µM;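 active = mean lysis activity across replicates of at least 80%, whatever share of replicates individually reach that level; inactive = mean lysis activity below 80%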
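Material – Cryptococcus neoformans yeast cells · Quantity – 5 × 10^6 yeast cells/mL · Buffer or medium – YPD medium · Compound – single dose · Timing – 4 h static compound exposure, 37 °C, read 1 h post-reagent · Signal – adenylate kinase release luminescence · Read-out basis – lysis from increased AK signal · Benchmarks – Clomiphene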
PGC1a acetyl inh: lowers PGC1a acetylation signal in U2OS cells; AlphaScreen anti-acetyl-lysine; with virally co-expressed GCN5 acetyltransferase; inhibition, % at 15.6 µM; hit rate 0.17% among 350,000;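 active = every replicate shows inhibition of at least 40%; inconclusive = mean inhibition at least 40% but some replicate below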;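 also: 0% = neutral control wells and 100% = positive control wells; some results beyond the cut were filed as inactive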
EWS-Fli inh: blocks EWS/Fli oncoprotein-driven transcription | hit rate 0.67% among 350,000 | A673 NR0B1-luciferase reporter, viability-normalised | inhibition, % at 12.6 µM;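 active = mean inhibition of at least 50% after viability correction, with every replicate also passing that limit; inconclusive = mean reaches 50% but only one of two replicates passes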;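 also: firefly luciferase signal divided by Alamar Blue viability fluorescence both relative to DMSO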
Casp6 inh: caspase-6 (human) enzyme inhibition; P55212; purified caspase-6, Z-VEID-R110 cleavage fluorescence; inhibition, % at 12.5 µM; hit rate 0.53% among 350,000;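 active = mean inhibition across replicates at least about 35%, with every replicate also reaching that limit, limit read from the data; inconclusive = only one of the two criteria met; inactive = neither criterion met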;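 also: 0% = median of neutral control wells and 100% = no fluorescence left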
Target sequence (P55212 24-179 limits assumed): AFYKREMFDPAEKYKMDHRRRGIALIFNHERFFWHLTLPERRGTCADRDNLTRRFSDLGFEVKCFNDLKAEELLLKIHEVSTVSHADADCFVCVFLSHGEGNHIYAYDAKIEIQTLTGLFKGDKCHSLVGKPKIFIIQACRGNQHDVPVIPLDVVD
Target sequence (P55212 194-293 limits assumed): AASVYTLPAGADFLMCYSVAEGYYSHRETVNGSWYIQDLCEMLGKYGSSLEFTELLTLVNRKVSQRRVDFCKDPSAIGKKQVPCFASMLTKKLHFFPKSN
FN deposit inh: fibronectin deposition inhibition. hit rate 0.086% among 350,000. AH1F fibroblasts, Alexa488-fibronectin deposition fluorescence, overnight. inhibition, % at 12.6 µM;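 active = mean inhibition across replicates of 30% or more, regardless of how many single replicates reach that level; inconclusive = mean under 30% yet at least half of replicates reach 30%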;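 also: positive control wells lacked labelled fibronectin entirely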
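Assay system: AH1F fibroblast monolayer, labelled fibronectin deposition. Amount: 10000 cells per well. Also added: labelled fibronectin 24 nM. Compound: single-point pinned compound. Incubation: cell attachment 1 h, compound and FN exposure overnight. Detection: fluorescence after three HBSS washes, excitation 485 nm, emission 525 nm. Read-out: inhibition of fibronectin deposition signal.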
miR-122 sensor: blocks miR-122 activity in Huh7 sensor cells | Huh7 miR-122 Renilla luciferase sensor, 48 h; neutral wells = 0, positive control = 100 | activation (reporter increase), % at 12.5 µM | hit rate 0.3% among 340,000 | AID 602342;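 active = mean replicate activation score at least 90 and every replicate individually at or above 90; inconclusive = only one of the two criteria met; inactive = neither criterion met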;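 also: higher luciferase means less miR-122 activity so hits act as miR-122 inhibitors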
LGR2 inh: Drosophila LGR2 receptor signaling inhibition; AID 720647; hit rate 0.35% among 380,000; HEK293 LGR2, CRE-luciferase, bursicon-stimulated, 4 h; inhibition, % at 9.99 µM;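 active = drop in luminescence signal, shown as inhibition above about 50% in the replicate tests, limit read from the data, passing the limit was not always enough; inconclusive = probably only some replicates passing the limit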;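 also: agonist challenge used bursicon conditioned medium at about half maximal strength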
PAX8 inh HTS: PAX8 transcriptional activity inhibition. AID 652154. inhibition, % at 12.6 µM. hit rate 1.2% among 360,000. RMG-I TPO-luciferase reporter, SteadyGlo, 24 h;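 active = mean replicate inhibition at least 60% with every replicate also reaching 60%; inconclusive = only one of the two criteria is met; inactive = mean below 60% and not all replicates reaching 60%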;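 also: luciferase light reporting Pax8 driven TPO promoter activity; plate controls were median of neutral control wells for no effect and mitoxantrone controls for full effect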
Starred values were filed as active, the others as inactive; ? = inconclusive; . = no result given; & = joins results of further samples; [ ] = another dose, or the depositor's remark.

No.	structure	Cneo AK release	PGC1a acetyl inh	EWS-Fli inh	Casp6 inh	FN deposit inh	miR-122 sensor	LGR2 inh	PAX8 inh HTS
1	C[C@@H]1CN([C@H](C)CO)C(=O)Cc2cc(NC(=O)Cc3ccccc3)ccc2O[C@H]1CN(C)C	-3	2	-2	-1	.	-1[16.7 µM]	-17	8
2	COCCNC(=O)C1CC(c2cccc([N+](=O)[O-])c2)=NO1 (configuration not stated)	0	.	2	3	7	1	-7	-2
3	Cc1ccccc1OCc1nnc(SCC(=O)O)n1-c1cccc(Cl)c1	2	-7	10	1	-1	1	-1	7
4	CCOc1ccccc1Oc1cn[nH]c1-c1ccc(O)cc1O	.	.	13	-8	6	.	-2	18
5	OCc1c[nH]c2ccccc12	2	-2	3	-1	-3	2	-7	27
6	O=C(c1ccc(NC2=NC3CS(=O)(=O)CC3S2)cc1)N1CCN(Cc2ccccc2)CC1 (configuration not stated)	3	1	2	-3	3	-7	-13	-7
7	COc1cccc(-c2cnc3c(c2)C(=O)N([C@@H](C)CO)C[C@H](C)[C@@H](CN(C)CC2CCCC2)O3)c1	-2	-14	-6	1	.	.	5	-1
8	C[C@@H]1CN([C@@H](C)CO)S(=O)(=O)c2ccc(C#Cc3ccccn3)cc2O[C@@H]1CN(C)C	-4	-9	4	-1	-7	5[16.7 µM]	-15	9
9	COc1ccc(/C=C/C(=O)N2CCC(C(N)=O)CC2)cc1S(=O)(=O)N1CCOCC1	-1	9	10	2	-2	0	-12	4
10	COc1ccc(NC(=O)c2cc3c(CO)cnc(C)c3oc2=Nc2cccc(C)c2)c(OC)c1	0	-13	-4	0	0	.	-7	4
11	CC(C)NC(=O)N(C)C[C@@H]1Oc2cc(Br)ccc2S(=O)(=O)N([C@H](C)CO)C[C@@H]1C	3	-14	-11	-1	-1	-3[16.7 µM]	-1	.
12	Cc1cccc(NC(=O)CNC(=O)c2sc3ccccc3c2Cl)n1	0	.	-30	2	.	.	-7	-29
13	C[C@@H]1CN([C@@H](C)CO)C(=O)c2cc(C#C[C@@H](C)O)cnc2O[C@H]1CN(C)C(=O)CN(C)C	-1	9	-7	?	5	2[16.7 µM]	0	.
14	CN1c2ccc(Br)cc2[C@@H]2[C@@H](CCN2C(=O)C2CCC2)[C@H]1CO	.	9	28	1	-6	.	4	.
15	COc1cc(-c2c(-c3ccsc3)sc3ccccc23)cc(OC)c1OC	-24	.	4	-2	6	1	6	11
16	C=CC[n+]1cccc(-c2cc3ccc(C)cc3[nH]2)c1	1	0	11	-24	8	2	-11	-12
17	O=C(c1ccc(F)c(F)c1)N1CCC2(CC1)NCCc1[nH]cnc12	32	2	.	-3	2	1	8	-18
18	C[C@@H]1CCCCO[C@@H](CN(C)S(=O)(=O)c2ccccc2)[C@@H](C)CN([C@H](C)CO)C(=O)c2cc(NC(=O)Nc3ccc4c(c3)OCO4)ccc2O1	2	2	-2	-1	-20	-2[16.7 µM]	11	8
19	Cc1ccc(Cn2ccc(=O)c(Cc3c(Cl)cccc3Cl)c2C)cc1	5	12	.	.	.	2	7	.
20	C[C@@H]1CN([C@H](C)CO)C(=O)c2cc(NS(=O)(=O)c3cn(C)cn3)ccc2O[C@@H]1CN(C)C	3	-2	-6	-2	-6	3[16.7 µM]	18	-2
21	CCOC(=O)C1=C(COC(=O)CSc2ccc(C)cc2C)NC(=O)NC1C (configuration not stated)	.	-2	2	4	-6	2	5	0
22	COc1cccc(NC(=O)Nc2ccc3c(c2)C(=O)N(C)C[C@H](OC)[C@@H](C)CN[C@H](C)CO3)c1	1	-1	-13	-1	-1	-14[16.7 µM]	-2	-10
23	OC(c1ccccc1)c1ncc(-c2cccc(F)c2)[nH]1 (configuration not stated)	-1	.	-37	-1	8	12	-8	-51
24	C/C=C/c1ccc([C@H]2[C@@H](CNC(=O)CC)N(C(=O)CC)[C@H]2CO)cc1	-2	-5	-3	0	.	-11[16.7 µM]	-3	-3
25	COc1ccc(-n2nc(C(=O)NCC(=O)Nc3ccc(F)cc3)c3ccccc3c2=O)cc1	6	.	-1	-4	5	0	2	13
26	O=C(O)c1cccc2c1C(=O)N(c1ccccc1)C2	0	2	-3	0	-1	1	4	11
27	CCOc1ccc(N(CC(=O)NC2CCCC2)C(=O)Cn2nnc(-c3ccc(C)o3)n2)cc1	2	-5	-17	17	1	0	11	-9
28	Cc1cc(C)c2cc(C(O)c3nnnn3Cc3ccccc3)c(=O)[nH]c2c1 (configuration not stated)	1	6	.	.	-2	1	.	.
29	O=C(C1CCN(Cc2cc(Cl)ccc2O)CC1)N1CCN(Cc2ccccc2)CC1	0	3	.	.	-10	-22	.	.
30	C/C=C/c1ccc2c(c1)O[C@@H](CN(C)C(=O)CN1CCOCC1)[C@H](C)CN([C@@H](C)CO)S2(=O)=O	-1	0	-24	2	.	1[16.7 µM]	2	.

Retrieved one by one from the list above (two):
No.	structure	Cneo AK release	PGC1a acetyl inh	EWS-Fli inh	Casp6 inh	FN deposit inh	miR-122 sensor	LGR2 inh	PAX8 inh HTS
30	C/C=C/c1ccc2c(c1)O[C@@H](CN(C)C(=O)CN1CCOCC1)[C@H](C)CN([C@@H](C)CO)S2(=O)=O	-1	0	-24	2	.	1[16.7 µM]	2	.
29	O=C(C1CCN(Cc2cc(Cl)ccc2O)CC1)N1CCN(Cc2ccccc2)CC1	0	3	.	.	-10	-22	.	.

Going on with the list:
No.	structure	Cneo AK release	PGC1a acetyl inh	EWS-Fli inh	Casp6 inh	FN deposit inh	miR-122 sensor	LGR2 inh	PAX8 inh HTS
31	CN(C)C(=O)[C@@H]1[C@@H](CO)[C@@H]2Cn3c(ccc(/C=C/c4ccccc4)c3=O)[C@@H]2N1C(=O)c1cnccn1	-2	.	-1	-2	.	1[16.7 µM]	-1	1
32	CCOC(=O)c1[nH]c(C)c(CCC(=O)O)c1C	-7&-1	-10&-4	.	.	-5	1&-10	.	.
33	C[C@H](CO)N1C[C@H](C)[C@@H](CN(C)Cc2ccccc2)Oc2c(NS(C)(=O)=O)cccc2C1=O	-3&-3	-3&9	5&-1	-1&4	.	52&80[16.7 µM]	-2	6
34	CC(OC(=O)c1cnccn1)C(=O)Nc1nc(-c2cccc([N+](=O)[O-])c2)cs1 (configuration not stated)	-1	-9	-77	1	4	-3	-13	-121
35	Cc1cc(C)n(-c2nnc(NC(C)(C)C)nn2)n1	-8	.	.	.	7	-4	-35	-40
36	CO[C@H]1CC[C@@H]2CCN(C)C(=O)C[C@H](c3ccccc3)CN(C)C(=O)c3cccc(C#N)c3OC[C@@H]1O2	3	.	5	-3	-11	.	1	10
37	C=CCNC(=O)N1c2ccccc2Sc2ccccc21	0	13	8	-2	-1	-8	-2	9
38	COc1cc(C2NC(=O)NC(C)=C2C(=O)NCc2ccccc2)c(Cl)cc1O (configuration not stated)	1	4	.	.	-3	0	.	.
39	CCC(C)C(NC(=O)c1ccccc1NC(=O)c1ccc(OC)cc1)C(=O)NCCCn1ccnc1 (configuration not stated)	5	.	7	-16	3	3	-6	0
40	O=C1C(Cc2ccccc2)Nc2ncnc(N3CCOCC3)c2N1Cc1ccccc1 (configuration not stated)	-3&-1	-12&-14	-9&8	1&2	-16&5	0&3	12&7	-17&-24
41	CCN(CC(=O)Nc1c(F)cccc1F)C(=O)Cn1c(=O)cnc2ccccc21	0	2	-1	-92	-7	-5	-1	4
42	CCOC(=O)C1CCCN(CCCc2ccccc2)C1 (configuration not stated)	-1&-1	-9&-10	3&0	0&-2	1	0&6	5&-15	.
43	COc1ccc2c3c(c(=O)oc2c1OCC(=O)O)CCCC3	.	.	14	2	2	.	.	-6
44	CN(NS(=O)(=O)c1cccs1)c1ncc(C(F)(F)F)cc1Cl	2	-1	0	1	.	-5	-1	3
45	COCC1CCN(C(=O)C2CCC(=O)N(Cc3cccc(F)c3)C2)CC1 (configuration not stated)	-1	-12	3	2	0	-6	12	.
46	C=CCN1C(=O)CSc2ccc(C(=O)NC(C)c3ccccc3)cc21 (configuration not stated)	0	-14	7	4	-1	-5	-12	14
47	CO[C@@H]1CN(C)C(=O)c2cc(NS(C)(=O)=O)ccc2OC[C@@H](C)N(C)C[C@@H]1C	2	6	1	-7	-1	.	3	-7
48	CCN(CC)S(=O)(=O)c1ccc(N2CCOCC2)c(NC(=O)c2ccc(=O)n(C)n2)c1	-1	11	0	-3	-7	5	-1	-15
49	O=S(=O)(c1cccc(S(=O)(=O)N2CCC(Cc3ccccc3)CC2)c1)N1CCOCC1	0	7	.	.	2	-8	.	18
50	COc1ccc(C(=O)COc2ccccc2C(N)=O)cc1	-4	6	-5	1	.	-2	27	-21
51	CC1C(=O)OC2C1CCC1(C)C3(C)C(=O)C=CC213 (configuration not stated)	-1	-10	8	2	.	0	10	.
52	Cc1noc(C)c1S(=O)(=O)N(C)C[C@@H]1OCCCC[C@@H](C)Oc2ccc(NS(=O)(=O)c3cccs3)cc2C(=O)N([C@@H](C)CO)C[C@@H]1C	0	-15	7	2	.	5[16.7 µM]	8	28
53	CCOc1ccccc1C(=O)Nc1cc(C(=O)NCCc2ccccc2)ccc1Cl	-10	1	.	.	-7	6	.	.

Of the compounds above, seven contain an NH in an aromatic ring.
No.	structure	Cneo AK release	PGC1a acetyl inh	EWS-Fli inh	Casp6 inh	FN deposit inh	miR-122 sensor	LGR2 inh	PAX8 inh HTS
4	CCOc1ccccc1Oc1cn[nH]c1-c1ccc(O)cc1O	.	.	13	-8	6	.	-2	18
5	OCc1c[nH]c2ccccc12	2	-2	3	-1	-3	2	-7	27
16	C=CC[n+]1cccc(-c2cc3ccc(C)cc3[nH]2)c1	1	0	11	-24	8	2	-11	-12
17	O=C(c1ccc(F)c(F)c1)N1CCC2(CC1)NCCc1[nH]cnc12	32	2	.	-3	2	1	8	-18
23	OC(c1ccccc1)c1ncc(-c2cccc(F)c2)[nH]1 (configuration not stated)	-1	.	-37	-1	8	12	-8	-51
28	Cc1cc(C)c2cc(C(O)c3nnnn3Cc3ccccc3)c(=O)[nH]c2c1 (configuration not stated)	1	6	.	.	-2	1	.	.
32	CCOC(=O)c1[nH]c(C)c(CCC(=O)O)c1C	-7&-1	-10&-4	.	.	-5	1&-10	.	.
